WT yeast gro inh = growth inhibition of WT strain, primary screen, mitochondrial fusion inhibitor project, WT and mutant strains, chemical genetic | AID 1362, 2008 | mitochondrial fusion phenotypic screen | inhibition, % at 10 µM | actives 2.1% (n = 190,000); in the data active means inhibition above about 58%; tested in S. cerevisiae
Insulin prom up = insulin promoter activators in MIN6 cells, imaging, high-content screening, mouse beta cells; MIN6 insulin promoter-GFP reporter; active compounds read high; z-score at 5 µM; actives 0.3% (n = 190,000);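 active means z-score above 3 at 5 µM with at least 500 cells counted in the well; inconclusive means wells under 500 cells, flagged as cytotoxic or low count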
Myeloid diff MLP = induction of myeloid progenitor differentiation, primary screen, cell-based, flow cytometry, MLPCN library | calls only at 10 µM | ER-HoxA9 myeloid progenitors, lysozyme-GFP differentiation | AID 624256, 2012 | actives 1% (n = 360,000);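 active means normalized GFP-positive differentiation at or above the plate's own cutoff, the solvent-only control mean plus 3 SD; inconclusive means no clear call, values can overlap the other calls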;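 further: cells exposed to compound for four days before flow analysis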
West Nile virus CPE = West Nile virus antiviral activity, cell-based, CPE readout (AID 1621). West Nile virus-infected cells, CPE inhibition; higher % means a stronger effect. CPE inhibition, % at 10 µM; hits with a dose series show IC50 in µM. actives 0.02% (n = 290,000); in the data active means a potency from the dose series; inconclusive means CPE inhibition mostly from about 3.7% at the one dose, without a potency; inactive means the rest, 99 in 100 with CPE inhibition below about 2.2%; further: strong numbers were not always called active
MT stabilizer = microtubule stabilizers in HeLa cells, primary screen, imaging, high-content imaging | actives 0.83% (n = 200,000) | HeLa tubulin immunostaining HCS, 24 h; share of cells brighter than vehicle mean+2SD | AID 2205, 2009 | % tubulin-high responders, % at 10 µM;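 active means plate Z-score above 3 for both tubulin-high and condensed-nucleus cell shares, with cell loss under 80%, at 10 µM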;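 further: anti alpha tubulin signal scored within the nucleus-defined area of each cell; some results filed as inactive read as strong as hits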
Hep lipid drop = inhibitors of hepatocyte lipid droplet formation, primary screen, imaging, high-throughput imaging, BODIPY stain. AML12 mouse hepatocytes, oleate lipid droplets. inhibition, % at 6.5 µM. actives 0.4% (n = 240,000);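 active means lipid droplet intensity inhibited by at least 50%, with more than 500 cells counted; inconclusive means wells with under 300 cells, treated as cytotoxic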
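Material – AML12 mouse liver cells · Also added – oleate loading, 100 µM · Compound dosing – 6.5 µM single-point dosing · Times – overnight treatment with compound plus oleate · Measured by – fluorescence imaging, 20x objective, two fields per well · Read-out – percent inhibition of filter-corrected integrated lipid droplet intensity per well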
T cell HTS = modulators of CD8 T cell-vesicle binding, primary screen, mouse 2C CD8+ T cells, flow cytometry; actives 0.068% (n = 330,000); AID 2052, 2009; calls only at 7 µM; 2C CD8+ T cell-vesicle binding; active compounds read low;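 active means response, share of CD8 T cells binding vesicles, and their 90th percentile fluorescence all below set limits, cut at about 80% in these data, passing the limit was not always enough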
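Also added: QL9-peptide-loaded Drosophila micro-vesicles bearing Ld, ICAM-1 and B7-1; Test system: purified 2C TCR transgenic mouse naive CD8+ T cells; Measured by: cytometric PE anti-B7-1 and Alexa647 anti-CD8 signals after 1% paraformaldehyde fixation; Timing: binding step 1.5 h, 37 °C, antibody labelling 20 min, ice.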
Autophagy HCS = autophagy modulators in MEF cells, primary screen, imaging, high-content, MEF GFP-LC3; MEF GFP-LC3 puncta imaging; test concentration mostly 10 µM; calls only at 10 µM (by protocol); actives 0.98% (n = 190,000); AID 463193, 2010;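 active means percentage of spot-positive cells more than 3 SD above its plate mean, without a fluorescence outlier flag or 80% toxicity; inconclusive means no clear call, values can overlap the other calls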;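 further: spot-positive cell cutoff set from DMSO-treated cells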
bCat nuc transl = modulators of beta-catenin nuclear translocation, primary screen, imaging, HeLa cells, immunofluorescence, high-content; actives 0.3% (n = 190,000); nuclear translocation activity, % at 5 µM;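 active means nuclear translocation activity above 50% at 5 µM, with a well cell count of 50 or more; inconclusive means wells under 50 cells across six images, flagged as toxic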;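 further: per-cell ratio of nuclear to cytoplasmic median beta-catenin stain intensity; plate controls were DMSO negative control for no effect and GSK-3 inhibitor IX positive control for full effect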
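test system = HeLa cells, endogenous beta-catenin | dosing = single 5 µM dose plus 0.02–20 µM confirmation series | times = compound treatment 24 h, 37°C, 5% CO2 | technique = beta-catenin immunofluorescence imaging with DAPI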
WT yeast gro inh mutant strain = also measured in WT yeast gro inh; calls as there; inhibition, %; mitochondrial fusion phenotypic screen, mutant strain inhibition
Insulin prom up cell count = second read-out of Insulin prom up, no call of its own (marks repeat the call); cell count; measured here: cytotoxicity, nuclei count;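 total cells summed across four imaged fields per well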
Hep lipid drop cells 6.5 µM = recorded beside Hep lipid drop, whose call it bears; cell count; measured here: cell count, cytotoxicity flag;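 cells counted across two imaged fields per well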
bCat nuc transl cell count 5 µM = further read-out of bCat nuc transl, marked with its call; cell count; measured here: cell count, cytotoxicity flag
T cell HTS vesicle-bound % = second read-out of T cell HTS, no call of its own (marks repeat the call); double positive events, %; measured here: CD8+ vesicle-bound cell fraction;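 binding gate set so that unloaded-vesicle control wells show 10% double positive cells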
MT stabilizer Hoechst-high % = recorded beside MT stabilizer, whose call it bears; % Hoechst-high responders; measured here: nuclear condensation Hoechst responders;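 share of cells brighter than vehicle mean plus two SD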
MT stabilizer cytotoxicity % = second read-out of MT stabilizer, no call of its own (marks repeat the call); toxicity, %; measured here: cytotoxicity by cell density;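 0% = mean cell density of plate MIN control wells and 100% = no cells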
Autophagy HCS cell loss 18 h = also measured in Autophagy HCS; calls as there; toxicity, %; measured here: cell loss, nuclei count;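 cell loss after 18 h compound exposure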
Myeloid diff MLP GFP+ MAC1+ % = second read-out of Myeloid diff MLP, no call of its own (marks repeat the call); GFP+ MAC1+ double positive, %; measured here: differentiation confirmed by MAC1 staining
The depositor's hits bear a star; i = inactive; ? = inconclusive; · = no result given. Outcome played no part in choosing rows; any-hit rate near 3.9%.

mol	WT yeast gro inh	WT yeast gro inh mutant strain	Insulin prom up	Insulin prom up cell count	Myeloid diff MLP	Myeloid diff MLP GFP+ MAC1+ %	West Nile virus CPE	MT stabilizer	MT stabilizer Hoechst-high %	MT stabilizer cytotoxicity %	Hep lipid drop	Hep lipid drop cells 6.5 µM	T cell HTS	T cell HTS vesicle-bound %	Autophagy HCS	Autophagy HCS cell loss 18 h	bCat nuc transl	bCat nuc transl cell count 5 µM
CCOC(=O)c1oc2c(CN3CCN(C)CC3)c(O)ccc2c(=O)c1-c1ccc(Br)cc1	6	1	0.26	1496	i	0.1	-0.8%	1.2	4.3	11	-11	619	i	8	i	0	-1.5	1132
CCC(CC)NC(=O)CON=C1c2ccccc2-c2ccccc21	-6	-7	0.1	1488	i	1.0	0.1%	2.7	3.2	6.7	-3	665	i	52	i	16	1.9	1110
O=C(NCc1ccco1)C(Cc1ccccc1)N1C(=O)C2C3C=CC(C3)C2C1=O (stereo not drawn)	-12	3	0.93	845	i	0.9	-0.4%	4.2	1.9	5.7	-4	757	i	58	i	15	1.6	1078
CC(C)(C)n1nc2c(c1NC(=O)c1cccs1)CS(=O)C2 (stereo not drawn)	-6	-3	-0.48	1383	i	0.7	0.3%	1.5	2.4	5.6	·	·	i	32	i	7	-9.9	1055
CCNc1c(N)c(=O)oc2ccccc12	-1	-18	·	·	i	0.2	0.2%	5.2	2.9	9.6	·	·	i	54	i	-13	-1.3	953
CCCCOc1nc(N)nc(-c2ccccc2)n1	-12	-6	-0.41	1823	i	1.1	-0.4%	2.7	2.8	7.3	-4	661	i	22	i	-5	-0.9	1031
O=C(Nc1ccc(N2CCOCC2)cc1)C1CCN(S(=O)(=O)Cc2ccccc2)CC1	-4	-10	0.45	1195	i	0.0	-0.1%	5.4	3.1	3.8	8	755	i	19	i	14	3.9	1163
C#CCOCCOCCOCCNc1nc(N2CCOCC2)nc(N2CCN(C(=O)[C@H](Cc3cc4ccccc4[nH]3)n3cc([C@@H](N)C(C)CC)nn3)CC2)n1 (stereo partly drawn)	-8	-4	0.73	1262	i	0.2	0.2%	1.0	0.7	4.7	-2	679	i	29	i	26	0.6	1030

The last 2 entries of the part above are carried over, then new ones follow:
mol	WT yeast gro inh	WT yeast gro inh mutant strain	Insulin prom up	Insulin prom up cell count	Myeloid diff MLP	Myeloid diff MLP GFP+ MAC1+ %	West Nile virus CPE	MT stabilizer	MT stabilizer Hoechst-high %	MT stabilizer cytotoxicity %	Hep lipid drop	Hep lipid drop cells 6.5 µM	T cell HTS	T cell HTS vesicle-bound %	Autophagy HCS	Autophagy HCS cell loss 18 h	bCat nuc transl	bCat nuc transl cell count 5 µM
O=C(Nc1ccc(N2CCOCC2)cc1)C1CCN(S(=O)(=O)Cc2ccccc2)CC1	-4	-10	0.45	1195	i	0.0	-0.1%	5.4	3.1	3.8	8	755	i	19	i	14	3.9	1163
C#CCOCCOCCOCCNc1nc(N2CCOCC2)nc(N2CCN(C(=O)[C@H](Cc3cc4ccccc4[nH]3)n3cc([C@@H](N)C(C)CC)nn3)CC2)n1 (stereo partly drawn)	-8	-4	0.73	1262	i	0.2	0.2%	1.0	0.7	4.7	-2	679	i	29	i	26	0.6	1030
COc1ccc(CCNC(=O)c2ccccc2N(C)S(=O)(=O)c2ccccc2)cc1	-8	-25	0.09	1202	i	0.7	-0.4%	1.5	1.6	7.5	-26	694	i	30	i	-7	-0.3	570
O=C(c1ccc(-n2cccn2)cc1)N1CCc2c([nH]c3ccccc23)C1c1ccccn1 (stereo not drawn)	36	15	·	·	i	0.2	1.9%	1.1	1.8	2.7	0	689	i	29	i	-1	-1.7	1004
O=C(NC(=S)NCCc1ccccc1)C1CCCCC1	29	30	-0.16	1351	i	0.3	-1.7%	2.6	2.1	12	-8	572	i	57	i	12	-1.4	974
C/C(=N\NC(=O)c1cccc(N/N=C(\C)c2ccco2)c1)c1ccco1	-8	-23	-0.46	1234	i	0.1	0.7%	1.7	1.7	11	10	702	·	·	i	-13	0.7	1185
CC(=O)OCC(=O)Nc1ccc(Cl)cc1Cl	-7	2	1.1	1013	i	0.7	0.5%	4.6	3.1	8.9	·	·	i	38	i	-35	-2.7	1142
Cc1nc(NC(=O)COC(=O)CCC(=O)c2cccs2)c(Cl)cc1Cl	-26	-6	0.38	1408	i	0.1	-0.6%	2.0	2.4	3.4	0	678	i	44	i	-20	-0.4	532
CN(C(=O)c1cccc(NC(=O)c2cccs2)c1)c1ccccc1	·	·	·	·	i	1.0	-0.8%	·	·	·	-20	674	i	64	·	·	·	·
CS(=O)(=O)N1CCC(C(=O)NCc2ccccc2)CC1	5	-1	0.69	1236	i	0.5	0.1%	1.3	1.3	4.7	14	673	i	57	i	-5	-2.3	1128
COc1ccc(S(=O)(=O)NCc2c(-c3ccccc3)noc2C)c(OC)c1	·	·	·	·	i	0.2	0.0%	·	·	·	-20	683	i	52	·	·	4.0	925
CCOC(=O)N1CCN(C(=O)c2ccc3c(=O)n(-c4ccc(F)cc4)c(=S)[nH]c3c2)CC1	9	17	-1.1	1036	i	1.7	0.5%	1.6	0.9	7.4	-10	784	i	24	i	-4	·	·
CC(=O)C1=C(O)C(=O)N(c2ccc(O)cc2)C1c1ccc([N+](=O)[O-])cc1 (stereo not drawn)	-3	-16	-0.38	1462	i	0.6	-0.1%	4.5	1.9	7.7	8	676	i	28	i	9	-0.2	1524
CCN1C(=O)[C@H]2[C@@H](c3ccc(OC)cc3)N3C(=O)CN(CCOC)C(=O)[C@@]3(C)[C@H]2C1=O	·	·	·	·	i	1.3	-0.7%	·	·	·	5	771	i	29	·	·	·	·
CN(CCc1ccccn1)c1ncnc2[nH]ncc12	4	-4	0.16	1978	i	0.2	0.9%	3.7	1.8	9.9	7	723	i	42	i	0	-1.3	970
N#CCCN1CCN(S(=O)(=O)c2ccc(S(=O)(=O)N3CCOCC3)cc2)CC1	7	-2	2.6	2050	i	2.8	-0.2%	2.2	4.5	13	-4	548	i	40	i	-8	-0.6	1074
CN(C)c1nc(N)nc(CSc2ncc(Cl)cc2Cl)n1	46	66	1.5	1254	i	5.7	0.1%	4.2	3.8	8.1	-6	762	i	12	i	-5	-0.5	864
Cc1ccc(SCc2c(-c3ccccc3)nn(C)c2Cl)cc1	53	22	-1	942	i	1.3	0.4%	1.2	1.2	2.4	·	·	i	31	i	-7	·	·
N#Cc1c(N)oc(-c2cccs2)c1-c1cccs1	7	22	0.34	1316	i	0.7	0.2%	3.3	3.2	12	-5	721	i	22	i	6	-1.8	1121
COC(=O)N/N=C/c1cc(C)n(-c2ccc(F)cc2)c1C	-3	5	-0.34	1271	i	0.2	-0.8%	1.4	1.7	9.3	-3	670	i	30	i	-2	·	·
O=C(COc1ccccc1Cl)NC(=S)Nc1ccccc1N1CCCC1	·	·	·	·	i	0.3	0.1%	·	·	·	2	769	i	25	·	·	·	·
Cc1ccc(Cl)cc1NC(=O)[C@@H]1CCC(=O)N1C1OC(=O)c2ccccc21 (stereo partly drawn)	·	·	·	·	i	2.3	-0.3%	·	·	·	-2	820	i	32	·	·	·	·
c1ccc(-c2cn3c(n2)CCC3)cc1	-5	6	-0.22	967	i	0.7	0.4%	1.4	1.6	11	-8	733	i	48	i	-1	·	·
O=C(Nc1ccc2c(c1)OCO2)Nc1ccccn1	-9	0	-0.61	1255	i	0.4	0.3%	2.8	2.4	8.9	0	696	i	60	i	6	0.0	1073
COc1ccc(NC(=O)c2ccc(NC(=O)COC(=O)CC(NC(=O)c3ccccc3Cl)c3ccccc3)cc2)cc1 (stereo not drawn)	-3	-19	0.03	1237	i	0.7	0.5%	3.4	3.0	5.4	2	688	i	52	i	-3	-0.9	593
O=C(NC12CC3CC(CC(C3)C1)C2)c1cncc(Br)c1	·	·	·	·	i	0.3	-1.1%	·	·	·	9	734	i	17	·	·	·	·
Cc1ccccc1OCC(=O)N/N=C/c1cccc(Oc2ccc([N+](=O)[O-])cc2[N+](=O)[O-])c1	16	-4	-0.6	1160	i	0.5	?	4.3	2.3	1.0	-18	625	i	51	i	2	1.0	1162
COC(=O)c1ccc(C)c(NC(=O)CN(c2ccccc2)S(=O)(=O)N(C)C)c1	-7	6	-0.42	1554	i	0.6	-0.5%	3.2	1.1	1.4	16	662	i	50	i	-27	0.4	1087
Cc1ccc(C)c(NC(=S)N(C2CCCCC2)C(C)c2cccnc2)c1 (stereo not drawn)	·	·	0.77	784	i	0.5	0.2%	·	·	·	25	726	i	22	·	·	-0.4	1442
CCOCCOC(=O)C(C)Oc1ccc(Oc2nc(Cl)ccc2Cl)cc1 (stereo not drawn)	-4	-19	0.78	1188	i	0.7	0.2%	2.1	2.4	4.4	8	655	i	39	i	6	-3.6	1086
CCN1CCN(CC(=O)Nc2ccc(S(=O)(=O)N3C(C)CCCC3C)cc2)CC1 (stereo not drawn)	·	·	·	·	i	1.1	-0.2%	·	·	·	0	799	i	46	·	·	·	·

Assay outcomes: PubChem BioAssay, several laboratories
